Screening results (PubChem)
EPAC2 antag – EPAC2 (human) antagonism. Q8WZA2. EPAC2 GEF exchange of Rap1B-BODIPY-GDP, fluorescence. Potency, µM (titrated, usually from 114 µM), for inactives: at the top dose activity, negative = inhibition, actives largely listed as inhibitors. actives 0.18% (n = 360,000). AID 720708; note: potency is the fitted concentration of half-maximal effect; % is set by controls: 0 for no effect and ±100 for the full control effect; nearly all actives have a fitted effect of over 45% in size; many of its hits are not listed in these tables
PTHR1 ag – activates the human parathyroid hormone receptor PTHR1 | Q03431 | HEK293 GP2 PTHR1 cells, GloSensor cAMP luminescence, 1 h | Potency, µM (top dose mostly 115 µM), for the others: top-dose activation, actives largely listed as activators | actives 0.075% (n = 410,000); note: potency is the fitted concentration of half-maximal effect; nearly all actives have a fitted effect of over 55% in size; some results filed as inactive show a strong effect at the top dose; inactives centre near -15; many of its hits are not listed in these tables
Target sequence (Q03431 whole entry, looked up): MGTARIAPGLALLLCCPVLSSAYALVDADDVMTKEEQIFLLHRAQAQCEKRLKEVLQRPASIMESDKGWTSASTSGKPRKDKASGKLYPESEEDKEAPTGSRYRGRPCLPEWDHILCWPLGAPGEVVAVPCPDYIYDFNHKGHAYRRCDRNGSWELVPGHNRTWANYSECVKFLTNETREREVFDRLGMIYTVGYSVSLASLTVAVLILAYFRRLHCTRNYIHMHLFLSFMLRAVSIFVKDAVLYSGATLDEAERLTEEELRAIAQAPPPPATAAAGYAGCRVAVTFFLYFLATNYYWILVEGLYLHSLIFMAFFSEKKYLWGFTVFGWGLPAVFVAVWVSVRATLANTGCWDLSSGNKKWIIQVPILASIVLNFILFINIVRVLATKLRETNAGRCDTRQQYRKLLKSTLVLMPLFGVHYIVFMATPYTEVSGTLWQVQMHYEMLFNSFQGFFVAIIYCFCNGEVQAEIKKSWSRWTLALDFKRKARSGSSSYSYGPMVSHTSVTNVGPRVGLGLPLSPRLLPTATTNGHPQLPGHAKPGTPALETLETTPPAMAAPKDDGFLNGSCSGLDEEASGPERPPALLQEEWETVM
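HEK-293-derived GP2 cells expressing PTHR1 and a GloSensor cAMP reporter, 3,000/well, plated overnight, given luciferin plus IBMX (each 0.5 mM as added) for 1 h at 37 °C, then compound for 1 h at 37 °C. Luminescence was read after 15 min at room temperature.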
EPAC2 agonist – EPAC2 (human) agonism | EPAC2 activation, biochemical qHTS; response scale: 100% = 6.5 mM cAMP response | Q8WZA2 | actives 0.079% (n = 360,000) | Potency, µM (top dose mostly 154 µM), for the others: at the top dose activation, most hits filed as activators; note: potency is the fitted concentration of half-maximal effect; nearly all actives have a fitted effect of over 50% in size
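Compounds were titrated in qHTS against a Rap1B-BODIPY-GDP (250 nM) complex with EPAC2 (100 nM) and GDP (50 uM). BODIPY-GDP release tracked at 480/540 nm over 30 min at room temperature, normalized to 6.5 mM cAMP.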
MmCpn inh – blocks the Methanococcus maripaludis chaperonin Mm-Cpn; purified Mm-Cpn ATPase, ADP Transcreener TR-FRET; Potency, µM (doses to about 76.9 µM), for the others: at the top dose activity, negative = inhibition, actives largely listed as inhibitors; actives 0.031% (n = 330,000); AID 504842; note: potency is the fitted concentration of half-maximal effect; % is set by controls: 0 for no effect and ±100 for the full control effect; nearly all actives have a fitted effect of over 80% in size
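Compound-treated chaperonin, 25 nM final, turns over 10 uM ATP at 37°C for 30 min following a 10 min preincubation; ADP generated competes with ADP-d2 for Eu-cryptate antibody, lowering FRET.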
CCT chaperon mod – cytosolic chaperonin activity modulation. purified chaperonin ATPase assay, HTRF ADP detection, 30 min. activity change, % (concentration not given with the values), hits read low. actives 0.3% (n = 360,000). AID 651819; in the data active = activity change below about -30%; note: % is set by controls: 0 for no effect and ±100 for the full control effect
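First, chaperonin was dispensed at 40 nM or 20 nM final depending on batch activity. Next, compounds were pinned at 76 uM and ATP added at 10 uM. After 30 min at 37 °C, ADP detection reagents ran 30 min at ambient temperature.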
pAkt inh – blocks phosphorylation of Akt; Neuro2A IGF-stimulated pAkt S473 HTRF, 20 min; active compounds read low; activity change, % for hits at 50 µM; actives 0.32% (n = 360,000); AID 651550; in the data active = activity change below about -80%; inconclusive = mostly about -51% to -80%; note: % is set by controls: 0 for no effect and ±100 for the full control effect
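Single-point screen (50 µM final compound) in Neuro2A cells stimulated 20 min with 6 nM IGF at 37 deg C. After lysis, Ser473-phosphorylated Akt read by HTRF (ex 330 nm, em 615/665 nm) as the 665/615 ratio.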
D3 ag – activates the human D3 dopamine receptor; D3R DiscoveRx beta-arrestin cells, luminescence, 90 min; AID 652048; actives 0.58% (n = 410,000); max activation, %; in the data active = max activation above about 30%; note: 0% is about no effect; mostly tested at two doses, the higher about 12 µM
Target sequence (P35462 whole entry, looked up): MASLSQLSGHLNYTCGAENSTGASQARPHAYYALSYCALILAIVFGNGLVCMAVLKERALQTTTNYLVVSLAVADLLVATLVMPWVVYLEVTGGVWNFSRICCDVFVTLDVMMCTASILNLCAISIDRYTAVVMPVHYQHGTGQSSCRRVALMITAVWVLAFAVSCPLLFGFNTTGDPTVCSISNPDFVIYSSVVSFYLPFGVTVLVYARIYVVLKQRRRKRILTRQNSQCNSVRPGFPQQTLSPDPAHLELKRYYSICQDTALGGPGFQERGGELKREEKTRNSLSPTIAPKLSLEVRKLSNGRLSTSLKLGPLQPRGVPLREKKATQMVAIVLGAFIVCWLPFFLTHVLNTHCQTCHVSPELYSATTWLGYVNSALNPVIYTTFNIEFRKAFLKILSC
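Cells at 1500/well, incubated overnight, then treated with pinned compounds (dopamine as control) for 90 min at 37 degrees C. DiscoveRx reagent added for 30 - 60 minutes at room temperature; luminescence read.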
DRD3 antagonist – antagonists of human D3 dopamine receptor | D3R cells, DiscoveRx beta-arrestin luminescence, antagonist mode; active compounds read low | max response, negative = inhibition, % | actives 2.5% (n = 360,000) | AID 652054; in the data active = max response below about -50%; inconclusive = no clear call, values can overlap the other calls; note: % is set by controls: 0 for no effect and ±100 for the full control effect; mostly tested at two doses, the higher about 12 µM
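Cells expressing the human receptor were seeded at 1500 cells/well, incubated overnight at 37 degrees C in 5% CO2, then exposed to library compounds with dopamine controls for 90 minutes at 37 degrees C before luminescent detection.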
Active calls of the source: *; i = inactive; ? = inconclusive; / = no result given; [ ] = another dose, or the depositor's remark. Unless noted, calls come from the whole dose curve; as a rule, active = well fitted curve in the direction sought with a large enough effect; inconclusive = small, poorly fitted or top-dose-only effect, or another doubt; inactive = no such curve, though single readings can be large; an effect the other way counts as inactive or inconclusive.

structure	EPAC2 antag	PTHR1 ag	EPAC2 agonist	MmCpn inh	CCT chaperon mod	pAkt inh	D3 ag	DRD3 antagonist
Cc1ccc(S(=O)(=O)Nc2cc(C)c(O)c(S(=O)(=O)c3ccc(C)cc3)c2)cc1	-11.6%	-5.6%[57.5 µM]	18.9%	-1.5%	0.9	i	4.4	-15.3
CCc1nc2ccc(C(=O)N3CCN(S(=O)(=O)CC)CC3)cn2c1N(CC)CCOC	6.2%	-3.9%	-1.6%	/	-0.2	i	5.6	17.6
Cc1cc(=O)n2nc(N3CCC(C(=O)N4CCN(c5ccccc5)CC4)CC3)sc2n1	-0.5%	i	0.1%	1.4%	-1.5	i	2.3	-9.1
CCCCCC(=O)N/N=C(\C)c1ccc(N2CCCCC2)cc1	8.9%	-19.6%	1.3%	2.0%	1.1	i	-0.1	25.3
CC(C(=O)NCCCn1ccnc1)(c1ccccc1)c1ccccc1	12.8%	i	4.8%	0.4%	-3.5	i	1.2	25.5
CCCCC1=CC2=CC(=O)C(C)(OC(=O)CC)C(=O)C2=CN1Cc1ccco1 (stereo not drawn)	2.5%	i	5.6%	-0.3%	1.6	i	9.3	14.5
CCC(Cc1ccccc1)NS(=O)(=O)c1csc(C(N)=O)c1 (stereo not drawn)	1.8%	i	-1.6%	-0.2%	1.1	i	6.6	1.8
CCc1cc2c(cc3c(=O)n(CC(=O)NCCCN4CCCCCC4)nc(CC)n32)s1	6.6%	i	-9.8%	2.4%	1.8	i	-7.8	?
CCC1CCCCN1S(=O)(=O)c1ccc(S(=O)(=O)N(Cc2cccs2)C2CC2)cc1 (stereo not drawn)	1.2%	i	8.7%	2.1%	1.2	i	-15.0	-11.8
CC1=C(C(=O)N2CCCC(N3CCN(c4cccc(C(F)(F)F)c4)CC3)C2)OCCO1 (stereo not drawn)	0.2%	-4.6%	2.8%	-0.1%	-1.7	i	-27.4	-26.3
CCN1CCCC1CNC(=O)C(=O)Nc1cccc(OC)c1 (stereo not drawn)	5.5%	i	-0.6%	-1.2%	-2.6	i	1.4	-6.6
CC[C@H]1C(c2ccc(F)cc2)=NN(c2ccccc2)[C@@H]1CO	50.1µM*	-79.5%[inhibitor]	3.0%	-17.4%	-0.6	i	0.0	34.4
CC1=C/C(=C/N(C)C)C(=O)O1	13.7%	-23.4%	11.4%	0.0%	0.3	i	-5.1	-9.0
CCN=c1scc(C)n1/N=C/c1cc(Br)c(O)c(OC)c1	-16.2%	-1.3%	?	-10.2%	-2.9	i	-5.1	-12.4
CN1CCN(C(=O)NCC23CC4CC(CC(C4)C2)C3)CC1	-11.1%	i	3.3%	2.7%	1.1	i	-1.9	-24.8

Continued.
structure	EPAC2 antag	PTHR1 ag	EPAC2 agonist	MmCpn inh	CCT chaperon mod	pAkt inh	D3 ag	DRD3 antagonist
CCS(=O)(=O)c1ccc(C(=O)Nc2cccc(Cl)c2)c(Cl)c1Cl	-4.2%	-10.7%	17.2%	-0.6%	-0.8	i	-6.6	0.2
CCC(C)N=C1CC(C)(C)CC(=O)/C1=C(/O)Cc1ccccc1 (stereo not drawn)	0.3%	14.5%	2.1%	-0.5%	1.7	i	-14.7	-26.1
CCOC(=O)c1sc(NC(C)=O)cc1C	8.8%	-20.5%	-1.2%	0.8%	0.0	i	-9.1	0.0
NC1=NC[C@@H](Cc2ccc(O)cc2)N1CCc1cccc2ccccc12	-1.1%	15.0%	3.4%	0.9%	-0.9	i	-5.9	0.0
CC(=O)Nc1ccc(OCC(=O)NCCc2ccccc2)cc1	-2.8%	i	0.3%	0.3%	-1.8	i	8.1	2.4
Cc1ccc2nc(/C(C#N)=C/c3ccc(-c4cccc([N+](=O)[O-])c4)o3)[nH]c2c1	5.4%	2.3%	-6.0%	0.4%	-1.4	i	-14.4	-6.5
CCN(CC)CCCNC(=O)CCc1ccccc1	4.2%	-0.3%	-1.2%	1.0%	-1.9	i	0.2	-17.5
C/C(=N\NC(=O)c1ccccc1)c1ccccc1F	1.2%	i	6.9%	-7.0%	-2.1	i	-2.4	4.3
COc1ccc(CNC(=O)[C@H](NC(=O)C2CCN(C(=O)[C@@H](N)CCSC)CC2)C(C)C)cc1	6.3%	-3.6%	2.6%	2.7%	1.3	i	18.1	-5.5
Cc1c(C(=O)Nc2ccccc2)sc2ncn(CC(=O)N3CCCCC3)c(=O)c12	1.3%	i	-2.0%	2.4%	-4.4	i	1.9	4.2
CN(C)c1ccc(CNC23CN4CN(CN(C4)C2)C3)cc1	-5.6%	i	6.4%	-0.4%	-2.6	i	0.8	20.0
Cc1ccc(C)n1-c1ccc(C(=O)N2CCOCC2)cc1	12.1%	-13.9%	6.5%	-1.4%	0.6	-106.3%*	3.2	-2.3
O=C(NCCC(=O)N1CCC2(CC1)NCCc1[nH]cnc12)c1cccc(C(F)(F)F)c1	4.4%	i	7.8%	1.7%	-2.4	/	2.8	-3.4
O=C(c1cncc(Br)c1)N1CCc2ccccc2C1	5.8%	i	1.6%	1.7%	-1.3	i	3.0	38.0
c1ccc2c(c1)nc(Nc1ccc3c(c1)OCO3)c1nnnn12	9.6%	-6.5%	2.2%	-5.7%	-3.1	i	2.1	2.4

Next part:
structure	EPAC2 antag	PTHR1 ag	EPAC2 agonist	MmCpn inh	CCT chaperon mod	pAkt inh	D3 ag	DRD3 antagonist
COc1ccc(OCCSc2nc(N)cc(=O)[nH]2)cc1	-5.8%	i	5.4%	-4.5%	-1.2	i	-3.2	-5.5
CCOC(=O)C1CCN(C(=O)C(C)Sc2nnc3ccccn23)CC1 (stereo not drawn)	17.3%	i	4.2%	-2.6%	-2.6	i	-20.3	3.9
CCOC(=O)c1c(C)[nH]c(C(=O)C(C)OC(=O)c2cccc(OCc3c(C)noc3C)c2)c1C (stereo not drawn)	-13.7%	-16.6%	23.3%	-1.5%	-2.4	i	20.4	49.4
CCOC(=O)C1=C(NC(=S)NC(=O)c2ccccc2)c2ccccc2CC1C(C)C (stereo not drawn)	-4.2%	-0.8%[57.5 µM]	-2.0%	0.8%	-0.9	i	-2.3	0.0
Cc1onc(-c2c(Cl)cccc2Cl)c1C(O)c1ccc(F)cc1 (stereo not drawn)	?	-2.0%	0.4%	-2.0%	-3.3	i	1.7	11.3
CC(=O)NCCc1nc2cc(NC(=O)c3cccc([N+](=O)[O-])c3)ccc2n1C	3.6%	-17.8%	-2.9%	0.6%	0.7	i	-2.7	-14.5
O=C(O)CCN1C(=O)c2ccc(NC(=O)c3cccs3)cc2C1=O	-4.2%	20.2%[57.5 µM]	12.7%	-1.3%	-0.9	i	4.0	24.6
Nc1[nH]c(N=NC(=O)c2ccc(Cl)cc2)c2ccccc12	3.1%	i	2.5%	-1.0%	1.1	i	-3.7	-15.4
COc1cc(O)c(C(CCN2CCOCC2)c2ccc3c(c2)OCO3)c(OC)c1 (stereo not drawn)	-15.4%	i	8.9%	?	-1.4	i	5.1	-17.2
COc1ccc(C(=O)NCc2nnc(SCC(=O)N3CCCCC3)o2)cc1OC	12.1%	-27.0%[57.5 µM]	0.1%	2.6%	-0.1	i	-0.3	-11.8
CCN(CC)c1ccc(CN(C(=O)c2cc(OC)c(OC)c(OC)c2)C2CCS(=O)(=O)C2)cc1 (stereo not drawn)	-2.2%	-1.7%[57.5 µM]	1.8%	-2.0%	-7.2	i	0.9	-14.5
Nc1nnnn1/N=C/c1ccccn1	-0.1%	6.8%[57.5 µM]	6.3%	0.8%	0.3	i	2.4	-9.0
Cc1cccc(C(=O)NC(=S)N2CCN(C(=S)NC(=O)c3cccc(C)c3)CC2)c1	-4.4%	-8.0%	6.4%	-1.0%	-0.9	i	-1.1	-5.6
c1ccc(-n2nnc3ccccc32)nc1	2.5%	i	-7.8%	1.2%	-2.0	i	0.6	9.9
COc1ccc(CNC(=O)CSc2ncn[nH]2)cc1OC	3.1%	-11.0%	5.9%	-2.0%	-0.2	i	-4.5	-3.7

Additional structures:
structure	EPAC2 antag	PTHR1 ag	EPAC2 agonist	MmCpn inh	CCT chaperon mod	pAkt inh	D3 ag	DRD3 antagonist
COc1cc(OC)c(C#N)c(S(=O)Cc2ccccc2)c1 (stereo not drawn)	6.9%	i	-21.4%	-0.1%	-0.7	i	-2.7	-22.5
O=C(Nc1ccc2c(c1)OCO2)C1COc2ccccc2O1 (stereo not drawn)	-1.9%	-15.5%[57.5 µM]	10.0%	1.0%	-1.8	i	-9.3	22.0
O=C(CN(c1ccc2c(c1)OCCO2)S(=O)(=O)c1ccccc1)NCc1ccc(Cl)cc1	-24.5%	-2.7%	12.3%	-1.0%	-0.1	i	-4.7	8.5
Cc1nc2cc(-c3cccc(F)c3)nn2c(C)c1CCC(=O)N1CCN(c2ccccn2)CC1	-13.5%	-26.3%	10.3%	-0.8%	-0.2	i	-1.9	20.4
O=C(c1ccc2c(=O)n3c(nc2c1)CCCCC3)N1CCN(c2ccc([N+](=O)[O-])cc2)CC1	2.7%	-28.9%	3.6%	1.5%	0.6	i	0.8	53.5
CCc1nc2c(OCc3ccc(F)c(F)c3)cccn2c1N(C)C(=O)CC(C)C	-7.8%	-23.9%	-3.6%	/	-1.9	i	5.0	17.7
O=Cc1c(Cl)nc2ccccn2c1=O	-5.1%	-89.1%[inhibitor]	11.4%	-1.5%	0.0	i	-4.6	-66.7*
COC(=O)c1cc(S(=O)(=O)N2CCC(C(N)=O)CC2)oc1C	7.5%	i	3.0%	2.0%	1.5	i	-7.7	-17.0
N#Cc1ccc(/C=C/C(=O)c2ccc3c(c2)OCO3)cc1	-7.1%	-45.0%	-4.8%	1.6%	1.0	i	-0.9	?
COc1ccc(-n2c(C)nc3cc(C(=O)NCc4ccc5c(c4)OCO5)ccc32)cc1	5.5%	i	-0.3%	-1.2%	-1.2	i	4.1	11.7
COc1ccc(S(=O)(=O)Nc2ccccn2)c(C)c1C	5.7%	i	0.0%	-0.9%	-1.1	i	0.3	7.6
O=C(CN1CCC(NC(=O)c2ccc(F)cc2)CC1)NCc1ccccc1F	1.1%[57.1 µM]	-13.9%[57.5 µM]	-7.8%	-2.5%	0.1	i	0.9	18.2

Some of the entries so far, with two lines to a compound:
Under each structure: EPAC2 antag | PTHR1 ag | EPAC2 agonist | MmCpn inh | CCT chaperon mod | pAkt inh | D3 ag | DRD3 antagonist
- O=C(c1ccc2c(=O)n3c(nc2c1)CCCCC3)N1CCN(c2ccc([N+](=O)[O-])cc2)CC1
  2.7% | -28.9% | 3.6% | 1.5% | 0.6 | i | 0.8 | 53.5
- c1ccc2c(c1)nc(Nc1ccc3c(c1)OCO3)c1nnnn12
  9.6% | -6.5% | 2.2% | -5.7% | -3.1 | i | 2.1 | 2.4

The list is partial (hit frequency here may not be typical).
